Screening results from PubChem.
CHOP inhibitor = CHOP inhibition in unfolded protein response. actives 3.8% (n = 220,000). AID 2732. CHO-K1 CHOP-promoter luciferase, tunicamycin-induced, 15-18 h. inhibition, % at 10 µM;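 active = compounds that reduced the stress-induced luciferase reporter signal by more than about 70% of percent inhibition, limit read from the data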;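 note: 0% = tunicamycin plus vehicle and 100% = wells without tunicamycin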
TRPN1 ag = zebrafish TRPN1 (NompC) channel agonism; HEK293 zebrafish TRPN1-YFP, Fluo-8 calcium fluorescence; 100% = response to 87 µM carbachol; activation, % at 3 µM; actives 0.18% (n = 220,000); AID 1424;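 active = activation above its plate's cutoff, the mean activation of test wells on that plate plus 3 SD, cut at about 19% in these data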;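 note: 0% = DMSO alone and 100% = 87 µM carbachol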
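Assay system: Zebrafish TRPN1-YFP in HEK293 cells | Incubation: Dye loading 1 h at 37 °C, then 30 min room temperature | Measured by: Kinetic Fluo-8 fluorescence, ex 470-495, em 515-575 nm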
Runt-SMMHC FRET = Runt domain-CBFb-SMMHC interaction inhibition. inhibition, % at 20 µM. AID 1434. Cerulean-Runt/Venus-CBFb-SMMHC FRET ratio 530/480, 1 h. actives 0.74% (n = 220,000);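 active = mean inhibition across duplicate retests at 20 µM reaching about 50%, limit read from the data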;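 note: 0% = DMSO wells and 100% = wells with excess untagged CBFb-SMMHC; inhibitors lower the FRET ratio by blocking Runt binding to CBFb-SMMHC; some results filed as inactive read as strong as hits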
PPC-1+TRAIL kill = compounds killing PPC-1 cancer cells with TRAIL present (potentiator screen, no TRAIL-free arm); PPC-1 cells + TRAIL, ATPLite viability luminescence; actives 0.41% (n = 220,000); cell killing (% activity), % at 4 µM;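 active = cell killing above 50% in the first pass at 4 µM, then a duplicate retest at 5 µM averaging 50% or more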;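 note: plate controls were cells with TRAIL plus DMSO for no effect and medium-only wells lacking cells for full effect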
TNF death inh = blocks TNF-alpha induced death of Jurkat FADD-/- cells; Jurkat FADD-/- TNF necroptosis rescue, ATP luminescence, 24 h; 0 = TNF only, 100 = no-TNF cells; activation (protection from cell death), % at 10 µM; actives 0.068% (n = 220,000); AID 463075;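 active = activation, meaning protection from cell death, of at least 50% relative to plate controls; inactive = activation below 50%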;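 note: necroptosis triggered by 40 ng/mL TNF-alpha added together with compound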
MDM2 E3 inh = Mdm2 E3 ligase (human) inhibition; cell-based MDM2 ubiquitination luciferase reporter, 2 h; 0 = plate control, 100 = twice control, blank-subtracted; AID 1230; actives 0.11% (n = 210,000); signal enhancement, % at 5 µM;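 active = signal enhancement of 30% or more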;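 note: luminescence tracks abundance of the self-degrading MDM2-luciferase fusion protein; higher signal means inhibition of MDM2 E3 ligase activity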
Target sequence (Q00987 whole entry, looked up, the tested form may be a part): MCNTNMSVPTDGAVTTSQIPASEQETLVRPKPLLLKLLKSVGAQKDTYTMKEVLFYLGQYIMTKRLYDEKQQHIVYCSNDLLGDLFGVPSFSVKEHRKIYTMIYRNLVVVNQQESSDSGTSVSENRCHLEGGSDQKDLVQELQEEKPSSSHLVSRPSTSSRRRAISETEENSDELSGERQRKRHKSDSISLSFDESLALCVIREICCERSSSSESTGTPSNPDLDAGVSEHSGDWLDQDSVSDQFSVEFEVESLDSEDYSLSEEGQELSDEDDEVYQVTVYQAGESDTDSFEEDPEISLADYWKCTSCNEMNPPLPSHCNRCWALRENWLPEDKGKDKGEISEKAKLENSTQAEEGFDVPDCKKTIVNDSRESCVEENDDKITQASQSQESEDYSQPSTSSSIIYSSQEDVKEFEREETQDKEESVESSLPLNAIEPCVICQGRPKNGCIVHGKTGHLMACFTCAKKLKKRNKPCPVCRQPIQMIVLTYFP
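Material: stable MDM2–luciferase fusion reporter cells / Quantity: 2000 cells/well / Dosing: single 5 µM compound dose, 0.2% final DMSO / Buffer or medium: DMEM / Schedule: 4 h cell settling then 2 h compound exposure, 37 °C / Detection: luminescence with SteadyLite reagent, 15 min at room temperature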
TRPML3 agonist = human mucolipin-3 channel agonism; activation, % at 3 µM; HEK293 TRPML3-YFP, Fluo-8 calcium fluorescence; 100% = the carbachol control signal; actives 0.29% (n = 220,000); AID 1448; Q8TDD5;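 active = activation above its plate's cutoff, the mean activation of the plate's test wells plus 3 SD, cut at about 12% in these data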;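 note: 0% = DMSO only wells and 100% = carbachol wells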
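Test system: TRPML3-YFP stable HEK293 cells. Doses: single point at 3 µM. Incubation: dye loading 1 h 37 °C then 30 min ambient, 125 s read. Signal: Fluo-8 calcium dye fluorescence, ex 470-495, em 515-575 nm. Measure: percent activation from peak-to-basal fluorescence ratio, scaled between DMSO and carbachol.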
p47phox inh = inhibitors of human p47phox binding. inhibition, % at 24.7 µM. P14598. AID 1274. actives 0.53% (n = 220,000). p47phox/p22phox peptide binding, fluorescence polarization, 2 h;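 active = inhibition above about 30%, limit read from the data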;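 note: 0% = p47phox with labelled peptide and 100% = labelled peptide alone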
EBV gp42 inh = EBV gp42 inhibition; actives 0.42% (n = 220,000); inhibition, % (tested at 21.74 µM); Q1HVG2; Fluorescence polarization binding assay, mP read-out; AID 1085; in the data active = inhibition above about 50%
Target sequence (Q1HVG2 whole entry, looked up): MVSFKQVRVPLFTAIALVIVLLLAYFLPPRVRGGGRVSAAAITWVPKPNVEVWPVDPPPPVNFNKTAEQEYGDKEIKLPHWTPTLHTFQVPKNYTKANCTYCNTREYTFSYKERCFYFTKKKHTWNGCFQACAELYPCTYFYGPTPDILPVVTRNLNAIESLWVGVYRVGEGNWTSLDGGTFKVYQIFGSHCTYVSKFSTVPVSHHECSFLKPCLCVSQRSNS
* hit, by the source's call; nt = no result given; & = joins results of further samples.

SMILES,CHOP inhibitor,TRPN1 ag,Runt-SMMHC FRET,PPC-1+TRAIL kill,TNF death inh,MDM2 E3 inh,TRPML3 agonist,p47phox inh,EBV gp42 inh
CCOC(=O)C(C)Sc1nnc(-c2ccccc2O)n1-c1ccc(C)cc1 (configuration not stated),26.0,-0.6,-0.1,6.8,-3.3,-10.3,-0.7,-8.1,-3.6
CCc1ccccc1NC(=O)/C(C#N)=C/c1ccc(Sc2ccccc2)o1,5.1,1.0,-44.2,8.7,0.6,-6.5,0.3,-21.7,-32.1
CSc1nc(SCC(=O)NCc2ccco2)c2c3c(sc2n1)COC(C)(C)C3,1.9,-1.9,2.2,7.0,-12.8,3.2,-0.5,-32.3,-6.0
O=[N+]([O-])c1ccc(-c2cc(-c3ccncc3)nc3ccc4ccccc4c23)cc1,28.5,0.0,-0.8,7.3,0.2,-1.4,-0.9,-7.4,-2.8
CCOCC(=O)Nc1ccc(S(=O)(=O)Nc2ncccn2)cc1,23.5,-0.3,-0.7,27.1,1.6,-19.6,0.3,1.4,1.9
O=C(CSc1ncn[nH]1)Nc1c(F)cc(F)cc1Br,-15.2,1.4,1.0,0.3,-1.1,-19.3,0.1,-3.0,1.7
OC1CCCN(c2c3c(nc4cc(-c5cccc(F)c5)nn24)CCCC3)C1 (configuration not stated),6.4,0.9,-3.5,19.2,0.5,-29.5,0.1,-1.8,1.4
CCN(Cc1ccccc1)S(=O)(=O)c1nc2nc(C)c(C)c(C)n2n1,17.4,0.6,2.6,1.5,1.1,-35.2,0.8,0.5,0.8
CCC(=O)Nc1ccc(/C(C)=N/NC(=O)c2c(-c3ccccc3Cl)noc2C)cc1,9.5,-0.2,-2.6,12.3,1.6,-9.2,0.1,-4.5,0.7
CC(C)CNC(=O)NC(=O)COC(=O)COc1ccc(Cl)cc1Cl,-5.4,-3.2,-0.5,-10.1,-0.2,-9.4,-0.3,-6.7,-5.9
CCOC(=O)CSc1nc2c(cnn2-c2ccc(C)cc2)c(=O)[nH]1,16.4,2.2,0.0,-5.7,-0.8,-11.1,0.5,-11.6,6.2
COCCNC(=O)CN(c1cc(Cl)ccc1OC)S(C)(=O)=O,13.8,0.2,1.9,3.1,-0.2,-5.0,1.1,-3.1,-11.7
O=C(Nc1ccc(F)cc1F)Nc1ccccc1C(=O)NCCN1CCNC1=O,16.5,1.1,0.6,1.7,2.1,8.3,-0.1,-5.5,-6.0
CCOC(=O)CCc1c(C)c2ccc(OCC(=O)N(CC)CC)c(C)c2oc1=O,-26.0,0.4,-0.8,11.5,0.9,-9.9,0.1,1.5,-6.6
COc1cccc(Cn2c(-c3nonc3N)nc3ccccc32)c1,nt,-2.0,-1.1,8.4,-5.8,-17.4,-0.7,-22.6,-9.9
CCCCn1c(N)c(N(CCOC)C(=O)CCc2ccc(OC)cc2)c(=O)[nH]c1=O,-12.3,1.0,-0.7,16.3,0.2,-5.8,0.5,-7.9,-15.0
Cc1ccc2c(c1)cc(CN(Cc1ccco1)C(=O)COc1ccccc1)c1nnnn12,59.7,0.5,-5.2,-1.9,-7.6,-6.7,0.3,-15.4,-9.3
COC(=O)c1ccc(NC(=O)c2ccccc2CC[N+](=O)[O-])cc1,11.8,0.0,-3.6,11.9,2.7,9.1,0.6,1.0,-5.4
COC(=O)c1cccc(NC(=O)Cc2ccc(OC)cc2)c1C,10.3,-0.9,1.3,11.2,1.3,-10.5,0.4,-5.2,-11.3
CSc1sccc1/C=N/NC(=O)c1ccncc1,8.5,-1.0,-2.5,5.0,3.4,1.2,0.8,-11.2,-0.3

Just EBV gp42 inh, for some of the entries so far:
SMILES | EBV gp42 inh
COC(=O)c1ccc(NC(=O)c2ccccc2CC[N+](=O)[O-])cc1 | -5.4
COC(=O)c1cccc(NC(=O)Cc2ccc(OC)cc2)c1C | -11.3

Next records follow:
SMILES,CHOP inhibitor,TRPN1 ag,Runt-SMMHC FRET,PPC-1+TRAIL kill,TNF death inh,MDM2 E3 inh,TRPML3 agonist,p47phox inh,EBV gp42 inh
CN(C)CCCNc1cn[nH]c(=O)c1Cl,32.1,-0.9,0.7,23.3,1.1,-8.3,0.8,-14.6,-5.5
CCCCCOc1ccc(C(=O)C(c2ccccc2)N2CCOCC2)cc1 (configuration not stated),24.1,-0.4,-8.2,13.3,2.4,nt,-0.3,5.1,-0.1
Cc1cccc2cc(C#N)c(SCC#N)nc12,5.1,1.4,-104.8,20.0,0.0,-19.7,0.1,-33.4,-6.9
Cc1c(C(=O)NCc2cccnc2)sc2nc(-c3ccc(F)cc3)cn12,31.0,7.4,-0.5,11.3,-8.4,-2.7,1.5,-2.2,-21.5
COc1ccc2c(c1)O[C@@H](c1cccc(C(F)(F)F)c1)[C@H](OC(=O)Nc1ccc(OC(F)F)cc1)C2=O,30.0,2.0,-3.9,24.8,1.1,nt,0.6,-19.5,-8.4
COc1ccc(-c2csc3nc(-c4cccnc4)nc(N4CCC(C(N)=O)CC4)c23)cc1OC,16.5,4.5,6.1,9.5,0.4,-0.1,1.7,-8.6,1.3
CC(C)C(=O)Nc1cccc(C(=O)Nc2cc([N+](=O)[O-])ccc2Cl)c1,8.1,2.2,0.8,-2.6,2.4,-7.7,1.2,-12.9,-8.7
O=c1c2c3c(sc2ncn1/N=C/c1ccncc1)CCCC3,-4.7,-1.2,-0.9,3.0,1.4,-5.0,0.6,-13.3,-0.9
CN1CCN(c2ccc(Cl)cc2NC(=O)/C=C/c2cccc(F)c2)CC1,8.6,4.4,-2.2,12.3,7.4,-13.2,1.3,7.7,4.1
CC(C(=O)O)c1ccc(-c2ccccc2)c(F)c1 (configuration not stated),5.4&15.7,0.4,-0.2,9.3,2.3,nt,0.6,-10.5&-8.3,-14.3&-12.8
CCCOc1ccc(C(=O)Nc2ccc(S(=O)(=O)Nc3cc(C)nc(C)n3)cc2)cc1,-3.8,-0.9,-2.3,17.1,-0.4,-4.3,0.5,-20.5,-7.2
CCc1ccc(N(C(=O)c2csnn2)C(C(=O)NC(C)(C)C)c2cccnc2)cc1 (configuration not stated),-4.6,2.2,0.4,20.6,0.7,-9.6,0.7,2.6,5.8
O=C1N(Cc2cccnc2)C[C@@H]2C[C@@H](c3ccccc3C(F)(F)F)N3CCC[C@@]123,6.8,-1.9,-4.5,19.1,0.5,-5.5,-0.3,9.7,-9.2
CCNc1ccc(C(=O)OCC(=O)NCc2ccc(C)cc2)cc1[N+](=O)[O-],-14.4,-2.3,-0.3,19.6,1.5,-7.5,-0.1,-4.8,-4.4
Cc1nn(-c2cc(N3CCOCC3)ccc2N)c(=O)c2ccccc12,-18.5,1.7,-8.1,4.6,-0.8,0.3,-0.3,-6.2,-17.3
CN(C)S(=O)(=O)c1cccc(C(=O)OCC(=O)c2c(N)n(C)c(=O)n(C)c2=O)c1,-24.4,1.0,-5.6,26.5,0.0,-7.0,1.1,9.8,1.8
CCc1cccc(C)c1NC(=O)Cn1c(NCCO)nc2ccccc21,-14.6,-1.3,-2.4,-1.7,2.4,-8.6,-0.2,-2.4,-17.8
C/C(=N\NC(=O)C1CCCN(S(=O)(=O)c2ccccc2)C1)c1ccncc1 (configuration not stated),10.0,0.9,1.0,-12.4,-4.4,-0.7,-0.1,-9.8,-3.0
CCOC(=O)c1c(C)n(CCO)c2ccc(O)cc12,2.7,-0.3,-0.7,13.5,-0.1,-4.4,1.1,-3.5,-9.4
FC(F)(F)c1nc2ccccc2[nH]1,13.5,0.0,-0.4,12.2,1.7,-7.4,0.9,-1.6,-12.5

Part of the list above in order of molar mass, highest first:
SMILES,CHOP inhibitor,TRPN1 ag,Runt-SMMHC FRET,PPC-1+TRAIL kill,TNF death inh,MDM2 E3 inh,TRPML3 agonist,p47phox inh,EBV gp42 inh
COc1ccc2c(c1)O[C@@H](c1cccc(C(F)(F)F)c1)[C@H](OC(=O)Nc1ccc(OC(F)F)cc1)C2=O,30.0,2.0,-3.9,24.8,1.1,nt,0.6,-19.5,-8.4
CCCOc1ccc(C(=O)Nc2ccc(S(=O)(=O)Nc3cc(C)nc(C)n3)cc2)cc1,-3.8,-0.9,-2.3,17.1,-0.4,-4.3,0.5,-20.5,-7.2
CN(C)S(=O)(=O)c1cccc(C(=O)OCC(=O)c2c(N)n(C)c(=O)n(C)c2=O)c1,-24.4,1.0,-5.6,26.5,0.0,-7.0,1.1,9.8,1.8
Cc1c(C(=O)NCc2cccnc2)sc2nc(-c3ccc(F)cc3)cn12,31.0,7.4,-0.5,11.3,-8.4,-2.7,1.5,-2.2,-21.5
FC(F)(F)c1nc2ccccc2[nH]1,13.5,0.0,-0.4,12.2,1.7,-7.4,0.9,-1.6,-12.5

(continued)
SMILES,CHOP inhibitor,TRPN1 ag,Runt-SMMHC FRET,PPC-1+TRAIL kill,TNF death inh,MDM2 E3 inh,TRPML3 agonist,p47phox inh,EBV gp42 inh
O=C(O)c1nn(-c2ccccc2)ccc1=O,-15.4,0.5,2.1,0.6,-0.5,11.6,-0.1,-4.4,-20.6
COc1cc(CNCc2c[nH]c3ccccc23)cc(OC)c1,23.7,1.3,2.4,10.0,1.2,-3.4,2.3,-1.2,-8.9
O=[N+]([O-])c1nn(-c2ccccc2)n(O)c1=NC1CCN(Cc2ccccc2)CC1,-2.3,0.9,-3.7,10.6,-4.6,-7.5,0.4,-3.1,-5.7
CC(=O)Nc1ccc(S(=O)(=O)NC2(C(F)(F)F)C(=O)Nc3c2c(=O)[nH]c(=O)n3Cc2ccco2)cc1 (configuration not stated),8.5,1.1,-1.2,5.0,-0.1,1.7,0.8,5.1,-4.5
CCCCNCCCOc1cc(Cl)ccc1Cl,10.7,-0.6,-1.6,15.9,1.1,-10.4,0.5,-19.3,-23.8
Cc1nc2ccc(S(=O)(=O)NCC(=O)O)cc2s1,-4.1,-2.2,1.7,-5.1,-1.0,-9.0,0.9,-15.8,-4.5
